HIV RNase H inh = inhibitors of HIV-1 reverse transcriptase RNase H; RT-RNase H RNA/DNA duplex cleavage, fluorescence; inhibition, % at 10 µM; 1.9% of 65,000 active; in the data active means inhibition above about 50%
RmlC RmlD mix = RmlC/RmlD inhibition, mixture screen; RmlC/RmlD coupled enzyme inhibition, 384-well mixture HTS; inhibition, % at 5.5 µM; 0.39% of 110,000 active; in the data active means inhibition above about 30%, passing the limit was not always enough; further: strong numbers were not always called active
Active calls of the source: *; / = not tested or not shown. Only part of the results is shown (hit frequency here may not be typical).

compound	HIV RNase H inh	RmlC RmlD mix
CCOc1cc(S(=O)(=O)NCCc2ccc(OC)c(OC)c2)c(OCC)cc1-n1cnnn1	/	-27
Cc1ccc(NC2=NCC(=O)N2C2CCCC2)c(C)c1	/	-11
COc1cc2c(cc1OC)C(c1ccccc1)N(C(=O)CCl)CC2 (stereo unspecified)	/	-12
COc1ccc(N=C2SCCCN2C)cc1	/	-9
O=C1C2C(C(=O)N1/N=C/c1cc(Br)cc([N+](=O)[O-])c1O)C1C=CC2C12CC2 (stereo unspecified)	/	9
CCOC(=O)c1sc(=S)n(-c2ccc(Cl)cc2)c1SC	/	8
CC1CCN(C(=O)CN(c2ccc3c(c2)OCO3)S(C)(=O)=O)CC1	-8	7
Clc1ccc(C(c2nnnn2CCc2ccccc2)N2CCSCC2)cc1 (stereo unspecified)	/	6
Cc1cc2ncn(C(=O)N3CCCCC3)c2cc1C	-15	-11
NC(=O)CNC(=O)[C@@H]1CC2(CC(c3cccc([N+](=O)[O-])c3)=NO2)CN1C(=O)c1ccccc1 (stereo partly specified)	/	-31
NC(=O)c1ccccc1NC(=O)/C=C/c1ccc(Cl)cc1	/	-9
CCOC(=O)c1nn(-c2ccccc2)c(-c2ccccc2)c1C(=O)c1ccccc1	/	-14
O=C(CCCC(=O)N1CCN(c2ccccc2F)CC1)N1CCN(c2ccccc2F)CC1	0	7
COc1cc(CCc2ccc3c(c2)OCO3)oc(=O)c1	/	5
CCc1c(C(=O)Nc2ccc(OC)c(Cl)c2)[nH]c(C)c1C(C)=O	-8	-19
COCCCNC(=O)CS(=O)Cc1nc(-c2cccc(OC)c2)oc1C (stereo unspecified)	-1	-5
Cc1cccc(C)c1NS(=O)(=O)c1c(C)[nH]c(=O)[nH]c1=O	10	4
CCOC(=O)N1CCN(C2=CC(=O)OC23CCCCC3)CC1	-1	-11
CC(=O)Nc1ccc(S(=O)(=O)NCCc2cc3c(C)ccc(C)c3[nH]c2=O)cc1	-7	-9
CCCCn1c(=O)n(CC(=O)Nc2ccc(OC)c(Cl)c2)c(=O)c2c1nc(CO)n2CCC	/	-10
COc1ccc(C2NC(=O)NC3=C2CCc2ccccc23)cc1 (stereo unspecified)	-48	17
N#Cc1ccc(CN2CCN(C(=O)c3ccccc3)CC2)c(Cl)c1	5	-8
CCC(Sc1nnc2c3ccccc3n(CC)c2n1)C(=O)Nc1sc2c(c1C#N)CCCC2 (stereo unspecified)	/	9
Cc1ccc(C(CC(N)=O)c2ccco2)cc1 (stereo unspecified)	/	-1
Nc1nc2sc3c(c2c(=O)s1)CCCC3	-35	-7
O=C(Cn1cc([N+](=O)[O-])cn1)N1N=C(C(F)F)CC1(O)C(F)F (stereo unspecified)	/	2
COc1ccc(-n2nnnc2S(=O)(=O)Cc2ccc(C(=O)O)cc2)cc1	63*	-25
Cc1ccccc1NC(=O)c1cc(S(=O)(=O)c2ccccc2)ccc1Cl	/	10
COC(=O)[C@@H]1[C@@H](C)N(Cc2ccccc2)C(=O)N[C@H]1c1cccc(C(F)(F)F)c1	/	-14
COc1ccc(NCc2n[nH]c(=O)c3ccccc23)cc1	/	-9
O=C1C2CC=CCC2C(=O)N1c1n[nH]c(-c2ccccc2)n1 (stereo unspecified)	/	-10
CCOC(=O)Cc1csc(NC(=O)c2c(-c3c(F)cccc3Cl)noc2C)n1	-3	8
Cc1c(C2(O)C(=O)Nc3ccc(F)cc32)c(=O)n(-c2ccccc2)n1C (stereo unspecified)	-4	10
COc1ccc(/C=N/NC(=O)C(C)n2nnc3ccccc32)cc1OC (stereo unspecified)	/	-11
CCNC(=S)NNC(=O)c1ccc(OC(F)F)cc1	/	-9
CC(C)(C)n1nc(-c2ccc(Cl)cc2)c2c(N)ncnc21	/	9
Cc1nnc(SCc2ccccc2)n1CC1CCCO1 (stereo unspecified)	/	8
O=C(CN1CCCCC1)Nc1ccccc1	/	-3
COc1cc(NC(=O)C2CCCO2)c(OC)cc1Cl (stereo unspecified)	/	8
OCCn1c(CSc2nc3ccccc3n2CCO)nc2ccccc21	-6	10

Rewritten as labelled records: part of the list above
SMILES: O=C(CN1CCCCC1)Nc1ccccc1
  HIV RNase H inh: /
  RmlC RmlD mix: -3
SMILES: N#Cc1ccc(CN2CCN(C(=O)c3ccccc3)CC2)c(Cl)c1
  HIV RNase H inh: 5
  RmlC RmlD mix: -8

Later entries
compound	HIV RNase H inh	RmlC RmlD mix
O=C(N1CCOCC1)N1CCCC(c2nc(-c3cccs3)no2)C1 (stereo unspecified)	-17	6
CCC(C)NC(=O)c1ccccc1NC(=O)Nc1ccccc1 (stereo unspecified)	/	6
COc1cc(C2C3C(C)N(C)C(=O)N(C)C3N(C)C(=O)N2C)ccc1O (stereo unspecified)	6	-13
CCOc1ccccc1NC(=S)Nc1ccccc1F	/	10
CN(C)CC1CSCCC1(O)c1ccccc1 (stereo unspecified)	/	13
Cc1cccc(Nc2ncccc2C(=O)NCc2cccs2)c1C	/	-5
CCCCCOC(=O)Cn1c(N2CCCCCC2)nc2c1c(=O)[nH]c(=O)n2C	-11	10
COc1ccc(CNC(=O)c2csc(Cc3ccccc3)n2)cc1	/	10
O=C(OC(C(=O)NCC1CCCO1)c1ccccc1F)c1ccco1 (stereo unspecified)	6	16
O=C(O)CCN(CCC(=O)O)S(=O)(=O)c1ccccc1	-35	-7
COC(=O)COc1nc(C)c(Br)c(OC)n1	-2	-9
Cc1cc(OC(=O)c2c(Cl)cccc2Cl)nc(C)n1	/	-13
Cc1cc(NS(=O)(=O)c2ccc(NC(=O)c3cc(-c4cccnc4)nc4ccc(Cl)cc34)cc2)no1	/	-29
COc1cccc(-c2csc(N3CCN(Cc4ccccc4)CC3)n2)c1	-13	-10
NC(=O)C(CC(=O)O)NC(=O)[C@@H]1CCCNc2c(I)cc([N+](=O)[O-])cc2C(=O)N[C@@H](CO)C(=O)N[C@@H](Cc2ccc(O)cc2)C(=O)N1 (stereo partly specified)	/	-10
COCc1cc(Sc2c(Cl)cccc2Cl)nc(-c2ccccc2)n1	/	4
Cn1c(=O)[nH]c(=O)c2c1nc(OC(=O)c1ccccc1)n2CC(O)COc1ccc(F)cc1 (stereo unspecified)	-2	12
COc1cc(/C=C2/C(=O)ON=C2C)ccc1OCc1ccccc1F	/	-16
CCCn1c(C)cc(/C=C(\C#N)C(=O)OCC(=O)NC(=O)NC(C)(C)C)c1C	/	5
CC(C)c1ccc(N(C(=O)c2csnn2)C(C(=O)NC(C)(C)C)c2ccncc2)cc1 (stereo unspecified)	/	-11
CCCCOCCCNC(=O)c1ccc(OCC)cc1	/	-8
O=c1c2ccccc2nc(SCc2cn3ccsc3n2)n1-c1ccccc1F	-48	5
CCOC(=O)c1c(NC(=O)CN(CC)CC)sc2c1CCC2	-23	14
CC(=O)c1cccc(NC(=O)CN(c2ccc(C)cc2)S(=O)(=O)c2cccc3nonc23)c1	-55	/
COc1ccccc1/C=C/C(=O)NCC(=O)N/N=C/c1cc(Br)ccc1OC	/	-11
CC1CCCCN1C(=O)Cn1c(=O)n(CCC(=O)NCc2ccco2)c(=O)c2sccc21 (stereo unspecified)	-17	-4
COc1ccccc1NC(=O)CSc1nc(O)c(Cc2ccccc2)c(=O)[nH]1	/	39
N#CC1(C#N)COC23CCCCC2C1(C#N)C(=N)O3 (stereo unspecified)	/	107*
COc1cccc(OC)c1C(=O)N1CCN(c2ccccn2)CC1	2	4
Cc1cccc(NC(=O)C2(c3ccc([N+](=O)[O-])cc3)CCCC2)c1	/	-12
Cc1cc(OCCOc2cccc3cccnc23)c(C)cc1Cl	/	-12
CCCOC(=O)NC(CC)COC(=O)Nc1cc(C)ccc1C (stereo unspecified)	93*	2
CCOC(=O)c1c(C)oc2ccc(NS(=O)(=O)c3ccc4c5c(cccc35)C(=O)N4)cc12	29	-6
O=C(CN(C1CC1)S(=O)(=O)c1ccc(S(=O)(=O)N2CCCCCC2)cc1)Nc1ccccc1	18	3
O=C(C1CCN(S(=O)(=O)c2cccnc2)CC1)N1CCN(c2cccc(Cl)c2)CC1	/	-4
Cc1cccc2c1N(CCCOc1ccc(C(C)(C)C)cc1)C(=O)C2=O	/	0
Cc1ccc(NCc2nnc(SCC(=O)c3ccccc3)n2Cc2ccco2)c(C)c1	-5	-11
C/C=C/c1cc(OC)c2c(c1)[C@H](C)[C@@H](c1ccc(O)c(OC)c1)O2	/	-7
CCOc1c2ccc(C(=O)NC3CCCc4ccccc43)cc2nn1C (stereo unspecified)	/	-10
Cc1cc(C)c(NC(=O)C2CCCN2C(=O)NC2CCCCC2)c(C)c1 (stereo unspecified)	/	-2
Cc1nc2ccc(NS(=O)(=O)c3c(C)c(C)cc(C)c3C)cc2s1	/	0
CCOC(=O)CN1CC23C=CC(O2)C(C(=O)N2CCN(c4ccc(F)cc4)CC2)C3C1=O (stereo unspecified)	2	0
O=C(Cn1cc2c(n1)CCCCC2)N1CCc2ccccc2C1	-24	-13
CCOc1ccc2c(c1)OC1(CCC(C)C1)CC2=O (stereo unspecified)	/	3
COc1ccc(/C=C/C(=O)NCCn2c(C)cc3ccccc32)cc1OC	/	-9
CCOC(=O)N1CCC(=C(C#N)C(=O)Nc2cc(OC)ccc2OC)CC1	-9	-7
CCC(=O)c1cc2c(cc1NC(=O)c1ccccc1)OCCO2	/	-13
Cc1ccc2nc(NC(=O)COC(=O)c3ccco3)sc2c1	0	7
CC1CN(C(=O)c2cnn3c(C(F)F)cc(-c4ccccc4)nc23)CC(C)O1 (stereo unspecified)	-4	-5
O=C(Nc1ccc2c(c1)nc1n2CCOC1)C1CCCCC1	7	8
CCOc1ccc(N(CC(=O)NC2CCCC2)C(=O)CCCC(=O)Nc2ccccn2)cc1	/	0
CCN(CC)S(=O)(=O)c1ccc(NC(=O)c2ccccn2)cc1	-1	2
C=CCOC(=O)C1CC=CCC1C(=O)Oc1ccc(F)cc1F (stereo unspecified)	-6	0
CC1(NC(=O)COc2ccccc2-c2ccccc2)CCS(=O)(=O)C1 (stereo unspecified)	/	-10
CCS(=O)(=O)N1CCC(C(=O)N2CCN(c3ccccc3)CC2)CC1	-3	-8
CC(C)CCn1c(SCC#N)nc2c(sc3ccccc32)c1=O	3	4
CCn1c(SCC(=O)c2ccc(O)c(O)c2)nnc1-c1ccccc1OC	81*	-4
Cc1ccc(C(CCN)c2ccco2)cc1 (stereo unspecified)	21	/
Cc1nccc2[nH]c(=O)c(C(=O)NCCCN(C)C3CCCCC3)cc12	0	-6
O=C(Nc1nccs1)C1CCCN1S(=O)(=O)c1ccc(Cl)cc1 (stereo unspecified)	-20	-17

(continued)
compound	HIV RNase H inh	RmlC RmlD mix
CC1CN(c2nc3c(c(=O)n(C)c(=O)n3C)n2Cc2c(Cl)cccc2Cl)CC(C)O1 (stereo unspecified)	13	/
Cc1ccsc1/C=N/n1cnc2sc(C)c(C)c2c1=O	-9	10
CN(C)c1nc(N/N=C\c2ccc(Cl)c([N+](=O)[O-])c2)nc(Nc2ccc(F)cc2)n1	/	14
O=c1c2ccccc2nc2n1CC/C2=C\c1ccccc1[N+](=O)[O-]	/	13
CCCCOC(=O)C1=C(N)OC2=C(C(=O)CC(C)(C)C2)[C@]12C(=O)N(C)c1ccccc12	3	-9
O=C(O)C(Cc1c[nH]c2ccccc12)NS(=O)(=O)c1cccc2nsnc12 (stereo unspecified)	7	/
COC(=O)C(NNc1ccccc1)(NC(=O)c1cccc(F)c1)C(F)(F)F (stereo unspecified)	/	9
CCCCn1c(=O)c(-[n+]2ccccc2)c([O-])c2ccccc21	/	8
CCOC(=O)C1C(=O)C=C(c2ccc(NS(C)(=O)=O)cc2)CC1c1ccco1 (stereo unspecified)	/	9
O=C1Nc2ccccc2N(O)N1c1cc(-c2ccccc2Cl)no1	/	0
CC(=O)N(C)C1=C(O)c2ccccc2C(=O)C1=O	/	-4
O=c1[nH]c(=O)n([C@H]2C[C@H](O)[C@@H](CO)O2)cc1C(F)(F)F	/	-13
Cc1cccc(OCc2n[nH]c(=S)n2C2CCCCC2)c1	/	-11
CCCC(NC(=O)c1ccccc1)c1nc2ccccc2n1Cc1ccc(C(=O)OC)o1 (stereo unspecified)	0	-8

Filtered by structure, the compounds so far with an NH in an aromatic ring.
compound	HIV RNase H inh	RmlC RmlD mix
CCc1c(C(=O)Nc2ccc(OC)c(Cl)c2)[nH]c(C)c1C(C)=O	-8	-19
Cc1cccc(C)c1NS(=O)(=O)c1c(C)[nH]c(=O)[nH]c1=O	10	4
CC(=O)Nc1ccc(S(=O)(=O)NCCc2cc3c(C)ccc(C)c3[nH]c2=O)cc1	-7	-9
COc1ccc(NCc2n[nH]c(=O)c3ccccc23)cc1	/	-9
O=C1C2CC=CCC2C(=O)N1c1n[nH]c(-c2ccccc2)n1 (stereo unspecified)	/	-10
CCCCCOC(=O)Cn1c(N2CCCCCC2)nc2c1c(=O)[nH]c(=O)n2C	-11	10
Cn1c(=O)[nH]c(=O)c2c1nc(OC(=O)c1ccccc1)n2CC(O)COc1ccc(F)cc1 (stereo unspecified)	-2	12
COc1ccccc1NC(=O)CSc1nc(O)c(Cc2ccccc2)c(=O)[nH]1	/	39
Cc1nccc2[nH]c(=O)c(C(=O)NCCCN(C)C3CCCCC3)cc12	0	-6
O=C(O)C(Cc1c[nH]c2ccccc12)NS(=O)(=O)c1cccc2nsnc12 (stereo unspecified)	7	/
O=c1[nH]c(=O)n([C@H]2C[C@H](O)[C@@H](CO)O2)cc1C(F)(F)F	/	-13
Cc1cccc(OCc2n[nH]c(=S)n2C2CCCCC2)c1	/	-11
